POLB inh = blocks human DNA polymerase beta activity; hit rate 1.3% among 340,000; P06746; Pol beta primer extension/strand displacement, fluorescence kinetic; Potency, µM (doses to about 114 µM), without a hit: at the highest dose activity change, negative = inhibition, hits mostly inhibitors; further: potency means the concentration at half of the fitted maximal effect; on the % scale 0 is the no-effect control and ±100 the full control effect
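Curves were derived by four-parameter Hill fits of normalized qHTS data. The kinetic fluorescent primer-extension read was taken at 0 and 10 min after 50 nM substrate, following a 15 min room-temperature preincubation of 10 nM enzyme with compounds.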
POLK inh = DNA polymerase kappa (human) inhibition | purified Pol kappa, fluorescent DNA synthesis assay, 10 min | AID 588579 | hit rate 0.53% among 400,000 | Potency, µM (titrated, usually from 107 µM), for the others: top-dose activity, negative = inhibition, actives largely listed as inhibitors; further: potency means the concentration at half of the fitted maximal effect; on the % scale 0 is the no-effect control and ±100 the full control effect
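10 nM Pol kappa was preincubated with compounds for 15 min at room temperature. Reaction started with 50 nM (final) substrate. Fluorescence read kinetically at 0 and 10 min.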
BLM helicase inh = inhibitors of human Bloom syndrome helicase BLM; recombinant BLM DNA unwinding, fluorescence dequenching; P54132; Potency, µM (highest dose often 56.1 µM), without a hit: top-dose activity change, negative = inhibition, usual class: inhibitors; hit rate 0.2% among 350,000; AID 2528;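 further: potency means the concentration at half of the fitted maximal effect; plate controls were vehicle for no effect and no enzyme for full effect; nearly all actives have a fitted effect of over 35% in size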
Tb PGK inh = inhibitors of T. brucei phosphoglycerate kinase. P07378. PGK/GAPDH coupled, Kinase-Glo luminescence, 60 min. Potency, µM (top dose mostly 57.5 µM), without a hit: top-dose activity change, negative = inhibition, actives largely listed as inhibitors. hit rate 0.043% among 380,000. AID 602233; further: potency means the concentration at half of the fitted maximal effect; on the % scale 0 is the no-effect control and ±100 the full control effect; nearly all actives have a fitted effect of over 60% in size
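Luminescent ATP detection (Kinase-Glo Plus) follows a 60-minute room-temperature incubation, with wells lacking PGK as controls. Buffer: 100 mM TEA (pH 7.6), 5 mM MgCl2, 0.01% Tween-20. Coupling enzyme GAPDH (100 nM final) supplies unstable 1,3-BPG in-well.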
POLH inh = blocks human DNA polymerase eta activity; Q9Y253; recombinant Pol eta, fluorescent DNA replication assay; Potency, µM (highest dose often 114 µM), for inactives: at the highest dose activity change, negative = inhibition, actives largely listed as inhibitors; hit rate 1.2% among 390,000; AID 588591; further: potency means the concentration at half of the fitted maximal effect; on the % scale 0 is the no-effect control and ±100 the full control effect
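Fluorescent replication assay: 50 nM final substrate added after a 15 min room-temperature compound preincubation with 10 nM enzyme. Signal taken at 0 min and again at 10 min.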
RXFP1 antagonist = blocks the human relaxin receptor RXFP1. AID 1259400. Q9HBX9. hit rate 0.59% among 350,000. activity change, negative = inhibition, % at 57.5 µM. HEK293-RXFP1, relaxin-stimulated cAMP HTRF, 30 min; stronger effect = lower value;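 active means activity change of -60% or lower, but not beyond a set lower limit; inconclusive means change between -60% and -40%, or beyond the set limit; inactive means change above -40%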; further: on the % scale 0 is the no-effect control and ±100 the full control effect
APE1 inh = blocks human APE1 abasic DNA cleavage; P27695; recombinant APE1, TAMRA/BHQ-2 abasic DNA cleavage fluorescence; Potency, µM (top dose mostly 65.8 µM), for inactives: at the top dose activity change, negative = inhibition, actives largely listed as inhibitors; hit rate 0.35% among 350,000; AID 2517;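 further: potency means the concentration at half of the fitted maximal effect; plate controls were vehicle for no effect and reference inhibitor for full effect; nearly all actives have a fitted effect of over 55% in size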
Target sequence (P27695 whole entry, looked up): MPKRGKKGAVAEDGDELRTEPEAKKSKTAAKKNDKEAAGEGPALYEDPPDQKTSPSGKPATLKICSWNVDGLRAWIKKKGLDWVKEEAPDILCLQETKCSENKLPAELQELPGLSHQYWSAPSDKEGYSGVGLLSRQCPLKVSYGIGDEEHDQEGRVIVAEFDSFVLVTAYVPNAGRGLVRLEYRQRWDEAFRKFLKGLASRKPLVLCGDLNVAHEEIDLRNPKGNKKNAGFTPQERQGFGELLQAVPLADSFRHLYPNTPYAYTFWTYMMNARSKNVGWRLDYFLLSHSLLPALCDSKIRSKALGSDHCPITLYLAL
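Incision of a quenched TAMRA/BHQ-2 THF abasic-site duplex (50 nM) by 0.75 nM APE1, after 15 min compound preincubation, measured as fluorescence increase over three 60 s reads. Values normalized to buffer, DMSO and NSC13755 control wells.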
Anesthetic bind = binds horse apoferritin like a general anesthetic. P02791. apoferritin/1-aminoanthracene competitive binding, fluorescence. Potency, µM (doses to about 77.5 µM), inactives show at the top dose activity change, negative = displacement, actives largely listed as inhibitors. hit rate 0.074% among 350,000; further: potency means the concentration at half of the fitted maximal effect; on the % scale 0 is the no-effect control and ±100 the full control effect; nearly all actives have a fitted effect of over 20% in size
Target sequence (P02791 2-175 limits assumed): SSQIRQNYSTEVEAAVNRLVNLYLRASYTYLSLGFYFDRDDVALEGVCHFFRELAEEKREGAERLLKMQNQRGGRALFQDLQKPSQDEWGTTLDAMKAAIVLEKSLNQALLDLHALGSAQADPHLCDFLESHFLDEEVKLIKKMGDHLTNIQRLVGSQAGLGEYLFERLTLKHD
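Horse-spleen apoferritin (10 uM) was mixed with 50% saturated 1-aminoanthracene in PBS, exposed to compounds for 10 min at room temperature, and read for fluorescence (ex 380 nm, em 535 nm). Competitive displacement was fitted with a four-parameter Hill equation.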
Pol iota inh = inhibitors of human DNA polymerase iota; Pol iota fluorescent replication assay, 10 min; Potency, µM (top dose mostly 115 µM), without a hit: at the top dose activity, negative = inhibition, actives largely listed as inhibitors; hit rate 1% among 390,000; further: potency means the concentration at half of the fitted maximal effect
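Pol iota at 10 nM preincubated 15 min with compounds at room temperature; reaction started with fluorescent substrate, 50 nM final. Fluorescence read kinetically at 0 and 10 min; buffer-only wells as negative control.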
The depositor's hits bear a star; i = inactive; ? = inconclusive; · = no result given; & = joins results of further samples; [ ] = another dose, or the depositor's remark. Unless noted, the call rests on the fitted dose curve; in most records, active means well fitted curve in the direction sought with a large enough effect; inconclusive means small, poorly fitted or top-dose-only effect, or another doubt; inactive means no such curve, though single readings can be large; an effect the other way counts as inactive or inconclusive.

The first 2 compounds, ahead of the listing:
item	Compound	POLB inh	POLK inh	BLM helicase inh	Tb PGK inh	POLH inh	RXFP1 antagonist	APE1 inh	Anesthetic bind	Pol iota inh
1	CCOC(=O)c1c(C)oc2nc(C)nc(NCc3cccc(OC)c3)c12	-5%	-12%	-9%	-6%	-12%	-12	·	4%	-9%
2	COc1ccccc1C(NC(C)=O)c1cc(Cl)c2cccnc2c1O (stereo not given)	19%	0%&5%	-6%	6%	-25%	-24	17%	-3%	45%&21%[activator]

Results, from the first entry:
item	Compound	POLB inh	POLK inh	BLM helicase inh	Tb PGK inh	POLH inh	RXFP1 antagonist	APE1 inh	Anesthetic bind	Pol iota inh
1	CCOC(=O)c1c(C)oc2nc(C)nc(NCc3cccc(OC)c3)c12	-5%	-12%	-9%	-6%	-12%	-12	·	4%	-9%
2	COc1ccccc1C(NC(C)=O)c1cc(Cl)c2cccnc2c1O (stereo not given)	19%	0%&5%	-6%	6%	-25%	-24	17%	-3%	45%&21%[activator]
3	CCOc1ccc(Br)cc1C(=O)Nc1ccc(C(=O)NCC(C)C)cc1	1%	-16%	-12%	1%	3%	12	-10%	12%	119%[activator]
4	Cc1cn(CC(=O)N2CCN(c3ccccn3)CC2)c(=O)[nH]c1=O	·	-21%	·	-9%	-6%	·	·	·	-19%
5	Nc1ccc(C#Cc2ccc3c(=O)c4ccccc4oc3c2)cc1	46%	-17%	-9%	11%	0%	·	9%	-9%	?
6	NC(=O)C(c1ncc(C(F)(F)F)cc1Cl)c1c(Cl)cccc1Cl (stereo not given)	0%	-9%	-5%	4%	-10%	1	-6%	-9%	11%
7	Cc1ccc(S(=O)(=O)c2nc(Cc3ccccc3)oc2N2CCOCC2)cc1	·	1%	·	-7%	-18%	-7	18%	·	-21%
8	CSc1nnc(NC(=O)c2cc3ccccc3oc2=O)s1	7%	4%	4%	-10%	-21%	·	-4%	-5%	33%[activator]
9	O=C(CN1C(=O)C(=O)N(Cc2ccccc2)C1=O)c1ccc[nH]1	·	-11%	·	1%	-17%	-2	11%	·	11%
10	COC(=O)c1c(NC(=O)CSc2nnnn2C)sc(C)c1C	2%	0%	1%	i	-10%	0	-2%	-10%	10%
11	CCOc1ccc(Nc2cc(C)nc3nncn23)cc1	-4%	-17%	3%	i	-8%	0	·	-6%	5%
12	Cc1ccccc1NC(=O)CN1C(=O)N/C(=C\c2cccn2-c2cccc(C(=O)O)c2)C1=O	2.2µM*	14µM*	1%	?	3.2µM*	8	3.2µM*	-18%	5.6µM*
13	CN(C)N1C(=O)c2c(Cl)c(Cl)c(Cl)c(Cl)c2C1=O	·	-14%	·	1%	4%	-11	·	·	6%
14	CN(C)N1C(N)=C(C#N)C(c2cccnc2)C2=C1CC(C)(C)CC2=O (stereo not given)	32%	-19%	-1%	-5%	-12%	-7	-1%	-10%	-4%
15	N/C(=N\OC(=O)c1ccccc1F)c1ccc([N+](=O)[O-])cc1	12%	-10%	-5%	1%	-11%	-6	20%	-3%	27%
16	COCCNC(=O)Cn1nc(C)c([N+](=O)[O-])c1C	7%	-2%	-2%	9%	-2%	1	7%	-4%	138%[activator]
17	O=C(O)CCCNS(=O)(=O)c1ccc(Br)s1	10%	-5%[60.1 µM]	-2%	-2%	3%	-1	-7%	-6%	7%
18	O=C(CCC1CCCC1)NNC(=O)c1cc2ccccc2cc1O	50µM*	-5%	-15%	-14%	-14%	-21	37%	8%	?
19	Cc1ccc(S(=O)(=O)NCCC(=O)OCC(=O)N(Cc2ccccc2)C(C)(C)C)cc1	·	-3%	·	1%	-17%	3	-6%	·	28%
20	CC(C)COP(=O)(OCC(C)C)C(Nc1ccccc1)c1ccccc1 (stereo not given)	-1%	-16%	-9%	-5%	-24%	-8	3%	6%	8%
21	CC(OC(=O)c1cccs1)C(=O)NC1CCCCC1C (stereo not given)	·	-5%	·	-4%	-4%	1	-7%	·	-5%
22	O=C(NCc1ccc(F)cc1)c1cc2c(s1)-c1ccccc1SC2	26%	-15%	-10%	-8%	-29%	-7	·	50%[activator]	8%
23	O=C(Nc1ccc(Cl)c(Cl)c1)C1CCN(C(=O)c2ccco2)CC1	·	-11%	·	-2%	-22%	-17	21%	·	-4%
24	COc1cc(CCN2C(=O)c3cccc4cccc(c34)C2=O)c(S(=O)(=O)N2CCC(C)CC2)cc1OC	-2%	0%	-5%	-4%	-9%	10	3%	-13%	1%
25	Cc1ccc2cc(C#N)c(SCC(=O)NNC(=O)Cc3ccccc3)nc2c1	-8%	-12%	-4%	-2%	-5%	17	-1%	1%	-1%

item	Compound	POLB inh	POLK inh	BLM helicase inh	Tb PGK inh	POLH inh	RXFP1 antagonist	APE1 inh	Anesthetic bind	Pol iota inh
26	Fc1cccc(Cl)c1CN1CCN(c2nc3ccccc3s2)CC1	-6%	-17%	-4%	2%	-14%	-27	50%[activator]	-1%	26%
27	Cn1cnc2c1c(=O)[nH]c(=O)n2C	-11%	1%[60.1 µM]	-1%	·	-9%[57.1 µM]	-4	-1%	4%	3%[58.9 µM]
28	CCN(CC)CCSc1nnc2c3cc(F)ccc3n(CC)c2n1	2%	-4%	8%	-9%	-23%	·	·	-20%	4%
29	Cc1cccc(NC(=O)CCOc2ccccc2)c1	-9%	-3%	-2%	1%	?	-16	2%	-22%	7%
30	Cc1nc2ccccc2nc1N/N=C/c1ccc(O)cc1	-5%	1%	-5%	-10%	-20%	-3	3%	-9%	7%
31	Cc1cc(C)n2c(nc3ccccc32)c1C(=O)NCc1ccccc1	1%	?	-3%	-4%	-16%	-3	12%	-9%	17%
32	Cc1cccc(OCC(=O)NCC2(N3CCN(C)CC3)CCCCC2)c1C	13%	-21%	2%	2%	-16%	0	·	-2%	26%
33	CSCC[C@H](NC(=O)[C@H](CC(C)C)N(C)C(=O)[C@@H]1CCCN1C(=O)[C@H](Cc1ccccc1)NC(=O)[C@H](Cc1ccccc1)NC(=O)CCC(C)N)C(=O)O (stereo not given in full)	·	8%[60.1 µM]	1%	·	·	·	20%	-13%	·
34	CCc1ccccc1OCC(=O)Nc1cccc(S(=O)(=O)N2CCCC2)c1	·	-15%	·	i	-19%	-13	-10%	·	6%
35	N#CC1(NC(=O)CN2C(=O)NC(Cc3c[nH]c4ccccc34)C2=O)CCCCC1 (stereo not given)	·	-5%	·	-3%	-16%	-12	12%	·	5%
36	Cc1cc2cc(C#N)c(N3CCOCC3)nc2cc1Cl	?	3%	0%	·	-14%	-1	-19%	-8%	5%
37	O=C(CCN1CCOCC1)Nc1ccc(F)cc1	59%	-12%	2%	-3%	-10%	·	-4%	-5%	5%
38	Cc1ccc(CNC(=O)Cc2csc3ccccc23)cc1	10%	0%	-2%	-5%	-13%	4	·	-7%	-4%
39	O=C(NCc1ccco1)N1c2ccccc2Sc2ccccc21	-2%	3%	-4%	-9%	-5%	-10	-1%	?	?
40	COc1cc2c(cc1NC(=O)/C=C/c1ccc([N+](=O)[O-])cc1)oc1ccccc12	-12%	-17%	1%	i	-2%	9	-2%	0%	15%
41	COc1ccccc1-c1nc(-c2ccncc2)no1	16%	-10%	2%	-10%	-12%	2	-4%	-11%	29%
42	CCC(C)Sc1cc(-c2nc3ccc(C)cn3c2NCc2ccccc2)ccc1OC (stereo not given)	·	-18%	·	-3%	-11%	·	·	·	-20%
43	Cc1nn(CC(=O)Nc2cccnc2)c(=O)c2ccccc12	-1%	-7%	-1%	-1%	3%	18	-8%	-4%	34%[activator]
44	O=c1ccccn1Cc1c(Cl)cccc1Cl	48%[activator]	-10%	2%	-6%	-9%	-8	-5%	-10%	-11%[58.9 µM]
45	O=C(CCS(=O)(=O)CCN1CCOCC1)NCNC(=O)CCS(=O)(=O)CCN1CCOCC1	-19%	0%	-4%	0%	-6%	6	6%	-4%	25%
46	CCCC1CCc2c(sc(NC(=O)c3cccs3)c2C(N)=O)C1 (stereo not given)	12%	-9%	-3%	·	-14%	-3	-2%	-8%	42%[activator]
47	CCOc1ccc(Nc2nc(C)c(NC(=O)c3ccc(C)cc3)c(Nc3ccc(OCC)cc3)n2)cc1	1%	-4%	-15%	-4%	-13%	·	·	10%	-14%
48	CC(=O)Nc1ccc(NC(=O)c2cc(-c3cccs3)on2)cc1	-17%	0%	-9%	-3%	2%	·	·	11%	6%
49	Cc1cc2ccccn2c1C(=O)c1ccc([N+](=O)[O-])o1	0%	3%	-4%	0%	-19%	5	-4%	?	148%[activator]
50	Cc1ccccc1C(=O)O/N=C(\N)c1ccccc1	15%	4%	-3%	?	-9%	-1	15%	-10%	25%

item	Compound	POLB inh	POLK inh	BLM helicase inh	Tb PGK inh	POLH inh	RXFP1 antagonist	APE1 inh	Anesthetic bind	Pol iota inh
51	COc1ccc(C)cc1S(=O)(=O)NC1CCCC1	0%	-4%	3%	2%	4%	-6	14%	-2%	1%
52	Cc1[nH]c2ccccc2c1C(=O)/C=C/c1ccccc1	21%	-8%	-5%	-14%	-2%	-2	-6%	?	3%
53	O=C(CSC1=NCCS1)Nc1nc2ccccc2s1	-7%	-6%	4%	·	-6%	-20	5%	-21%	21%
54	Cc1ccccc1Nc1c(-c2ccccn2)nc2ccccn12	0%	1%	-5%	-9%	-23%	-10	2%	?	27%
55	O=C(NCc1ccccc1)NS(=O)(=O)c1ccccc1Cl	4%	6%	-1%	-2%	-21%	-4	3%	6%	17%
56	COc1ccc(C2CC(c3ccccc3OC(C)=O)=NN2C(=O)/C=C/c2ccccc2)cc1OC (stereo not given)	37%	-20%	-11%	-1%	?	-4	?	-21%	8%
57	O=C(NCCCN1CCCCC1)C1CCN(c2ncnc3c2nc2n3CCCCC2)CC1	-21%	3%	4%	-7%	-20%	14	26%	-6%	8%

Some of the compounds tested; count on the stated rates, not on these rows.
